Source: PubChem BioAssay (National Center for Advancing Translational Sciences (NCATS))
KAT2A inh – GCN5L2 (KAT2A) acetyltransferase inhibition; Q92830; GCN5L2 HAT assay, ThioGlo1 CoA-SH fluorescence; Potency, µM (titrated, usually from 58.9 µM), for the others: at the top dose activity change, negative = inhibition, usual class: inhibitors; 390,000 compounds, 0.21% hits; AID 504327
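Compounds, pin-transferred from DMSO stocks, meet 20nM GCN5L2 for 15 min before the reaction begins with H3(1-25) peptide (75uM) and acetyl-CoA (70uM). Thiol-reactive ThioGlo1 reports CoA release over 20 min at room temperature.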
FEN1 inh – inhibitors of human flap endonuclease 1. P39748. Recombinant FEN1 flap cleavage, fluorescence, 15 min. AID 588795. 390,000 compounds, 0.35% hits. Potency, µM (series often up to 114 µM), for the others: at the top dose activity change, negative = inhibition, hits mostly inhibitors; also: nearly all actives have a fitted effect of over 65% in size
Target sequence (P39748 whole entry, looked up): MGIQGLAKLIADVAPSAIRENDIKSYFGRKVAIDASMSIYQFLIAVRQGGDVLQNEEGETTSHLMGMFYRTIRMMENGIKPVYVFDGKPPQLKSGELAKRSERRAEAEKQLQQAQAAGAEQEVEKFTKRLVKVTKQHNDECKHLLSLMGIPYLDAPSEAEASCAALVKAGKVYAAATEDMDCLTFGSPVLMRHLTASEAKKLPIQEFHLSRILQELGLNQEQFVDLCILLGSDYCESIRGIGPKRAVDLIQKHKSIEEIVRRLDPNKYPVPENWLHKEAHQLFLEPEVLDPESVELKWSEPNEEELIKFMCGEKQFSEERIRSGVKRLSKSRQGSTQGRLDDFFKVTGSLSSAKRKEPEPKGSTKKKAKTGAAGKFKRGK
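Enzyme 10 nM, 15 min RT preincubation with compound; start with substrate 50 nM final; reads at 0 and 15 min; qHTS titration, four-parameter Hill fit.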
N370S GC mod – N370S glucocerebrosidase modulation, Gaucher chaperone candidate. P04062. N370S GC spleen homogenate, 4MU-glucoside fluorescence. Potency, µM (doses to about 59.4 µM), for the others: at the highest dose activity change, negative = inhibition, most hits filed as inhibitors. 330,000 compounds, 0.092% hits. AID 2101;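 also: 0% = full enzyme activity and -100% = no enzyme basal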
* hit, by the source's call; ? = inconclusive; . = not tested or not shown; & = joins results of further samples; [ ] = remark or other dose. Calls follow the shape of the dose curve; as a rule, active = well fitted curve in the direction sought with a large enough effect; inconclusive = small, poorly fitted or top-dose-only effect, or another doubt; inactive = no such curve, though single readings can be large; an effect the other way counts as inactive or inconclusive. Unless noted, % is scaled to controls: 0 for no effect and ±100 for the full control effect; potency is read from the fitted curve at half-maximal effect.

SMILES | KAT2A inh | FEN1 inh | N370S GC mod
CCN1CCOC(=O)C1CC(=O)Nc1ccc(C(C)=O)cc1 (centres undefined) | -7% | 18% | .
Cc1ccc(C(=O)N/C(=C\c2sccc2C)C(=O)NCc2ccncc2)cc1 | 0% | 0% | -3%
COc1ccc(C2=Nn3c(nnc3C(F)(F)F)SC2)cc1 | 3% | -17% | -10%
COC(=O)C1=C(C)N(Cc2ccccc2)C(=NCCCCO)N[C@H]1c1cccc(C(F)(F)F)c1 | -1%&3% | 6% | 12%
CCOC(=O)Cc1cnc(NC(=O)CSc2nc(N)cc(=O)[nH]2)s1 | 4% | -5% | -9%
O=C(Cc1cccs1)OCC(=O)c1ccco1 | -5% | -30% | 1%
OC(COc1ccc(Cl)cc1)CN1C2=NCCCN2c2ccccc21 (centres undefined) | -6% | -8% | -13%
COc1cc(C)c(S(=O)(=O)Nc2cccc(-c3ccc(N4CCCC4)nn3)c2)cc1C | -8% | 11% | .
CCN(CC(=O)Nc1c(F)cccc1F)C(=O)CNC(=O)c1sc2ccccc2c1Cl | -6% | 4% | .
CCN(CC)CC(=O)N(CC(=O)Nc1c(C)cc(C)cc1C)C1CCCCC1 | -4% | 1% | -2%
COCCN(C(=O)CCC(=O)Nc1nccs1)C(C(=O)NC(C)(C)C)c1ccc(Cl)cc1 (centres undefined) | 1% | -4% | -25%
Cc1cc(OCCCn2ccnc2)cc(C(C)C)c1 | -10% | 5% | -7%
CC(C)c1cc(C(=O)N/N=C/c2cccnc2)cs1 | 2% | 5% | 1%
COc1cc([C@@H]2c3cc4c(cc3[C@H](O)C3COC(=O)[C@@H]32)OCO4)cc(OC)c1OC (some centres undefined) | -1% | . | -1%
O=C(CCC(=O)c1ccc(Br)cc1)Nc1cccnc1 | -3% | 4% | -2%
CCOC(=O)N1CCN(CC(=O)Nc2ccc(Oc3ccccc3)cc2)CC1 | 1% | 2% | 2%
Clc1cccc(Cl)c1CNc1ccc(N2CCCC2)cc1 | 3% | -14% | 10%
CCCCn1c(N)c(N(CCOC)C(=O)c2cc(-c3ccc(OC)cc3)nc3ccccc23)c(=O)[nH]c1=O | -7% | 5% | 3%
C=CCN(CC=C)Cc1c(C)[nH]c2ccc(C(=O)OCC)cc2c1=O | -6% | -12% | 2%
CCC(CC)c1nnc(NC(=O)c2cc([N+](=O)[O-])ccc2N2CCCCC2)s1 | -6% | -11% | ?
CC(C)(C)SCCNS(=O)(=O)c1ccc2ccccc2c1 | -3% | ? | 2%
Cn1c(=O)[nH]c(=O)c2c1nc(Br)n2CC(O)COCc1ccccc1 (centres undefined) | 0% | 2% | 5%
COC(=O)C1=C(C(=O)OC)[C@@H]2Nc3ccccc3[C@@]23C[C@@H](C(=O)OC)N(C(=O)c2cc(C)oc2C)C3=N1 | . | -18% | -12%[12.8 µM]
CCCn1nc(Oc2nc(SC)nc(N(C)C)n2)ccc1=O | 1% | -3% | -11%
Cc1ccc2nc(NC3=NCN(Cc4ccccc4)CN3)nc(C)c2c1 | -7% | . | -6%
CCCc1cc(C(=O)N2CCC(n3nccc3NC(=O)c3ccc(OC)cc3)CC2)no1 | -24% | -3% | -5%
CCCN(CCC)S(=O)(=O)c1ccc2c(c1)N(CC(=O)NC(C)c1ccccc1)C(=O)CS2 (centres undefined) | -8% | -1% | .
CCCn1c(SCC(=O)Nc2nnc(CC)s2)nc2c1c(=O)n(C)c(=O)n2C | -16% | . | 3%
C/C(=N\NC(=O)CN1CCN(Cc2ccc(C)cc2)CC1)c1ccncc1 | 2% | -6% | 3%
COc1ccc(S(=O)(=O)n2[nH]c(=O)c(CCO)c2C)c([N+](=O)[O-])c1 | -13% | -6% | -6%
CC(C)(C)c1ccc(/C=N/n2cnnc2)cc1 | -2% | 3% | -2%
O=C(O)CNCC1COc2ccccc2O1 (centres undefined) | 3% | -5% | -4%
COc1ccc2[nH]c(=O)c(CNc3cc(C)ccc3C)cc2c1 | -3% | -9% | 15%
O=P1(O)C=C(c2ccccc2)NC(c2ccccc2)=C1 | 0% | 8% | -20%
CCCCc1nnc(NC(=O)CN2C(=O)NC3(CCCCC3)C2=O)s1 | -2% | 4% | -4%
CCOC(=O)CCCNC(=O)COC(=O)c1cccc(F)c1 | -5% | -1% | 1%
CN(C)S(=O)(=O)c1ccc(C(=O)NNc2nc(-c3ccccc3)c3cc(Br)ccc3n2)cc1 | -16% | -1% | 2%
COC(=O)C1=C(C)NC(C)=C(C(=O)OC(C)C)C1c1cccc2nonc12 (centres undefined) | -2%&-19% | -5% | 7%&4%
O=C(Nc1ccccc1)c1cc2c(=O)c3ccccc3oc2nc1C(F)(F)F | 4% | 3% | -9%
Cc1cc(C(=O)N2CCN(c3ccccc3)CC2)c(C)o1 | -2% | -2% | -7%
O=C(COC(=O)Cc1ccc(S(=O)(=O)N2CCOCC2)s1)Nc1ccccc1Cl | 1% | 0% | .
COc1ccc(NC(=O)CCNS(=O)(=O)c2cccc3nsnc23)cc1Cl | -5% | 0% | .
COc1ccc(OC)c(C2CC(=O)N3CN(c4ccccc4F)CSC3=C2C#N)c1 (centres undefined) | 8.9µM* | ? | -12%
Nc1nonc1C(=O)N1CCCC1 | -4% | 38% | -2%
Cc1ccc(/C=C2\Sc3ccccc3C2=O)s1 | -4% | 10% | 24%
CC1(c2ccc3noc(-c4ccc(F)cc4)c3c2)OCCO1 | -8%[0.501 µM] | -6% | 0%
CC1CCc2c(sc(NC(=O)C3c4ccccc4Oc4ccccc43)c2C#N)C1 (centres undefined) | -4% | -19% | .
Cc1cc(C)cc(N(CC(=O)NCC2CCCO2)S(=O)(=O)c2c(C)noc2C)c1 (centres undefined) | -1% | 1% | 0%
COc1ccc(-c2cc(C(=O)N(C)CC(=O)Nc3ccccc3Br)c3ccccc3n2)cc1OC | -21% | -10% | 3%
Cc1ccc(-n2c3c(cc(C(=O)NC4CCSC4=O)c2=O)C(=O)CCC3)cc1 (centres undefined) | 1% | 7% | 0%

More results.
SMILES | KAT2A inh | FEN1 inh | N370S GC mod
CCCCc1c(C)[nH]c2nc3ccccc3n2c1=O | -3% | 3% | 14%
COc1ccc(CNC(=O)C[C@H]2C(=O)N(Cc3ccc(OC)cc3)C[C@@H]2Cc2ccccc2)cc1 | ? | -22%&-23% | -8%
CCSC1=NCCN1C(=O)C(C)(C)Oc1ccc(Cl)cc1 | -3% | -9% | -13%
O=C(CNc1ccc(Cl)cc1)NNC(=S)NCc1ccccc1 | 0% | -6% | 14%
COC(=O)c1ccc2c(c1)C(C)(C)C(/C=C/c1ccccc1O)=[N+]2C | ? | 50µM* | -21%
COC(=O)c1ccccc1NC(=O)c1nc(-c2ccc(Cl)cc2)n2c1CCCCC2 | -11% | 17% | .
CCN(CC(=O)NCc1ccc(Cl)cc1)C(=O)CSc1cccc(C(F)(F)F)c1 | -27% | -1% | -6%
CCOc1ccc(N/C(C)=C\C(=O)c2ccc3c(c2)OCCO3)cc1 | -13% | -13% | 7%
CC(=O)NC(C)C(=O)OCC(=O)Nc1ccc(Br)cc1 (centres undefined) | -4% | -1% | 4%
CN(C)CC(C)(C)CNS(=O)(=O)c1cccc2nsnc12 | 2% | -2% | -20%
O=C1c2ccccc2[C@@H]2C[C@@H](O)[C@H](Nc3ccccc3-c3ccccc3)CCN12 | -19% | ? | .
CCn1c(-c2ccc[nH]c2=O)nc2ccccc21 | -2% | 4% | -15%
O=C(Cc1ccc(-n2cccc2)cc1)N1CCN(c2ccccc2F)CC1 | -14% | 0% | 5%
CCC(C)NC(=O)CS(=O)Cc1nc(-c2ccccc2C)oc1C (centres undefined) | -3% | 3% | -3%
COC(=O)C1(Cc2ccc(O)cc2)OC(=O)C(O)=C1c1ccc(O)cc1 (centres undefined) | ? | ? | -9%
CCN(CC)C(=O)COc1cc(C)c(Cl)c(C)c1 | 0% | -4% | 0%
CCOC(=O)N1CCN(S(=O)(=O)c2cc([N+](=O)[O-])ccc2C)CC1 | 2% | -8% | 3%
C=CCN1C(=O)C2C(C(=O)NC3CCCC3)C3C=CC2(O3)C1C(=O)NC1CCCC1 (centres undefined) | 0% | -13% | -6%
Cn1c(=O)c2c(nc(N3CCOCC3)n2Cc2ccccc2F)n(C)c1=O | -2% | -3% | .
CN(C)c1ccc(NC(=O)COC(=O)Cn2nnc3ccccc32)cc1 | -6% | 1% | 1%

Structures listed so far printed as active in KAT2A inh:
SMILES | KAT2A inh | FEN1 inh | N370S GC mod
COc1ccc(OC)c(C2CC(=O)N3CN(c4ccccc4F)CSC3=C2C#N)c1 (centres undefined) | 8.9µM* | ? | -12%

(cont.)
SMILES | KAT2A inh | FEN1 inh | N370S GC mod
COc1cc(C(=O)NCCCNc2ccc([N+](=O)[O-])cc2)cc(OC)c1OC | 0% | 3% | -23%
CC1C(c2ccccc2)=[N+]([O-])C2(CCCC2)N1O (centres undefined) | 5% | -1% | 8%[2.35 µM]
COc1ccccc1CNc1nc2ccccc2c2nc(-c3cccnc3)nn12 | -10% | -6% | .
CCN(CC(=O)Nc1cc(Cl)ccc1C)C(=O)CCS(=O)(=O)c1ccc(Cl)cc1 | 2% | -3% | 0%
O=C(NCCc1ccccc1)c1ccc(Cl)c(S(=O)(=O)N2CCOCC2)c1 | -30% | 10% | -17%
O=C(O)/C=C/c1ccc(-c2cccc(C(F)(F)F)c2)o1 | -8% | 16% | 12%
O=C(NC1CCCCC1)C(c1cccs1)N(CC1CCCO1)C(=O)c1csnn1 (centres undefined) | -1% | 8% | -4%
Cc1c(/C(O)=C2/C(=O)C(=O)N(Cc3cccnc3)C2c2cccs2)cnn1-c1ccccc1 (centres undefined) | -7% | 0% | 15%
COc1cccc(NC(=O)CSc2nnc(-c3ccc(C)cc3)o2)c1 | -3% | -2% | 2%
COc1ccc(NC(=O)C(Br)C(C)C)cc1 (centres undefined) | 2% | -4% | -2%
CCOC(=O)c1ccc(NC(=O)c2ccc3c(c2)OCO3)cc1 | -1% | 7% | 3%
Cc1cccc(NC(=O)Cn2c(=O)n(C)c3ccccc32)c1 | -6% | 8% | 11%
CCCn1nc(-c2nnc(-c3ccc(C)c(C)c3)o2)c2ccccc2c1=O | -25% | -4% | 24%
CCN(CCNC(=O)C1CCCN(S(=O)(=O)CC)C1)c1ccccc1 (centres undefined) | -3% | 1% | 11%
CN(C)C=NC(=O)c1cn(-c2ccc(F)cc2)c(=O)c2ccccc12 | -5% | 16% | -12%
COc1ccc(-c2csc(-c3cccs3)n2)c(OC)c1 | -14% | -18% | 5%
Cc1cccc(N(C)S(=O)(=O)c2ccc3[nH]cc(C(=O)N4CCOCC4)c(=O)c3c2)c1 | -9% | -4% | -10%
Cc1ccc2c(c1)c1c(c(=O)n(-c3cccc(Cl)c3)c(=O)n1CC(=O)NCC1CCCO1)n2C (centres undefined) | 15% | 18% | .
CCOc1ccccc1N(CC(=O)Nc1ccc(OC)cc1OC)S(=O)(=O)c1ccccc1 | -10% | 7% | 17%
CC1CCCC(C)N1c1nnc(NC(=O)Cn2c(=O)oc3ccccc32)s1 (centres undefined) | -29% | -20% | 5%

Compound profiles, as listed above:
`Cc1cc(OCCCn2ccnc2)cc(C(C)C)c1` as listed: KAT2A inh: -10%; FEN1 inh: 5%; N370S GC mod: -7%
`Cc1ccc2nc(NC3=NCN(Cc4ccccc4)CN3)nc(C)c2c1` as listed: KAT2A inh: -7%; FEN1 inh: .; N370S GC mod: -6%

Further structures:
SMILES | KAT2A inh | FEN1 inh | N370S GC mod
Cc1ccccc1C(=O)Nc1ccc(-c2nc3ccc(C(=O)c4ccccc4)cc3[nH]2)cc1 | -4% | 5% | -2%
COc1ccc(Br)cc1CN1CCCC(C(=O)N2CCCCC2)C1 (centres undefined) | -2% | 3% | -4%[12.8 µM]
Cc1c(CCOC(=O)c2cccc([N+](=O)[O-])c2)sc[n+]1CC(=O)c1ccccc1 | -4% | 2% | ?
COc1cccc(Nc2ncc3nc(-c4ccccc4)c(=O)n(C4CC4)c3n2)c1 | -11% | . | 12%
COc1ccc(C2c3c(oc4ccc(C)cc4c3=O)C(=O)N2CCCN2CCOCC2)cc1OC (centres undefined) | 2% | -6% | .
Cc1c2cnn(CC(=O)N3CCN(c4ccccc4)CC3)c(=O)c2c(C)n1Cc1ccccc1Cl | 1% | -2% | .

An excerpt of these results, with the structure last.
KAT2A inh | FEN1 inh | N370S GC mod | Compound
-4% | 5% | -2% | Cc1ccccc1C(=O)Nc1ccc(-c2nc3ccc(C(=O)c4ccccc4)cc3[nH]2)cc1
-2% | 3% | -4%[12.8 µM] | COc1ccc(Br)cc1CN1CCCC(C(=O)N2CCCCC2)C1 (centres undefined)
-4% | 2% | ? | Cc1c(CCOC(=O)c2cccc([N+](=O)[O-])c2)sc[n+]1CC(=O)c1ccccc1
-11% | . | 12% | COc1cccc(Nc2ncc3nc(-c4ccccc4)c(=O)n(C4CC4)c3n2)c1
2% | -6% | . | COc1ccc(C2c3c(oc4ccc(C)cc4c3=O)C(=O)N2CCCN2CCOCC2)cc1OC (centres undefined)
1% | -2% | . | Cc1c2cnn(CC(=O)N3CCN(c4ccccc4)CC3)c(=O)c2c(C)n1Cc1ccccc1Cl
